# Bioassay records deposited in PubChem by National Center for Advancing Translational Sciences (NCATS).
# hERG WT inh = qHTS for Inhibitors of KCHN2 3.1: Wildtype qHTS; U2OS, BacMam KCNH2, thallium flux FluxOr; hits give low values; activity change, % at 1.84 µM; 0.37% of 340,000 active;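 active = maximum activity change below -70%; inconclusive = maximum activity change between -70% and -50%; inactive = maximum activity change above -50%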; also: % is scaled to controls: 0 for no effect and ±100 for the full control effect
#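 U2OS cells transduced with wild-type KCNH2 virus are loaded with FluxOr dye for 45 min, and thallium flux is measured in kinetic reads before and after stimulation buffer. Rate constants are normalized to DMSO controls.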
# Tb PFK inh = qHTS Assay to Find Inhibitors of T. brucei phosphofructokinase; Potency, µM (series often up to 57.5 µM), for the others: top-dose activity, negative = inhibition, most hits filed as inhibitors; T. brucei PFK, ADP-Glo luminescence; 0.17% of 330,000 active; AID 485367, 2010;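 also: potency is read from the fitted curve at half-maximal effect; 0% = uninhibited 1x PFK enzyme wells and -100% = no-enzyme wells; nearly all actives have a fitted effect of over 60% in size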
# Target sequence (O15648 whole entry, looked up): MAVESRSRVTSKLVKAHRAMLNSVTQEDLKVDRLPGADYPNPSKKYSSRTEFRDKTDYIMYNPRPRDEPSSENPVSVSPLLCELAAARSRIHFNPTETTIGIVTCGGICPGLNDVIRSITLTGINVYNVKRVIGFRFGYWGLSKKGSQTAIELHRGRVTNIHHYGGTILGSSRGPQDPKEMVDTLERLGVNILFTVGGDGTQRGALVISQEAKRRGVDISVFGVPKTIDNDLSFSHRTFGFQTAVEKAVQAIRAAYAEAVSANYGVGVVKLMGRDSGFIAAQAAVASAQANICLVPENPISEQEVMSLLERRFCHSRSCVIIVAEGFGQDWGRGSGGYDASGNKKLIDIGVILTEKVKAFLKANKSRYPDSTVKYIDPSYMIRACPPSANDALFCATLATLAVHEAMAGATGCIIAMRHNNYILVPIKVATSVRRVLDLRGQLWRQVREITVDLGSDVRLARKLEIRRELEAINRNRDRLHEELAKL
#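 Luminescent ADP detection (ADP-Glo, two-step: ATP depletion then ADP-to-ATP conversion for luciferase) reported PFK activity after 45 min room-temperature reaction of 1.25 nM enzyme with 0.5 mM F6P and 0.1 mM ATP at pH 8.0.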
# GALK inhibitor = qHTS Assay for Inhibitors of Human Galactokinase (GALK) | Potency, µM (top dose mostly 57.5 µM), for the others: at the highest dose activity change, negative = inhibition, hits mostly inhibitors | 0.007% of 270,000 active | AID 1868, 2009 | Purified GALK, Kinase-Glo residual ATP luminescence | P51570; also: potency is read from the fitted curve at half-maximal effect; % is scaled to controls: 0 for no effect and ±100 for the full control effect
# Target sequence (P51570 whole entry, looked up): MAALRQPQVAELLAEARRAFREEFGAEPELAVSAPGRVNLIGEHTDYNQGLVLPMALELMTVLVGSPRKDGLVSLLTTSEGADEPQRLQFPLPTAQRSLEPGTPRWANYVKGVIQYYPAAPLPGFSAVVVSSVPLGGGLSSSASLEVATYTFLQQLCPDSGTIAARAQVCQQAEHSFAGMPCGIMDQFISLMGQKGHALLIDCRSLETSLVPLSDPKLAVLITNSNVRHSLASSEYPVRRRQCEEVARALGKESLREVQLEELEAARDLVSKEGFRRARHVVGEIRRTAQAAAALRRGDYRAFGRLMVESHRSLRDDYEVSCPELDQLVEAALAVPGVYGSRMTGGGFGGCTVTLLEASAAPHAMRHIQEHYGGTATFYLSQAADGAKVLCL
#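 Quantitative HTS: GALK 5 nM, ATP 35 uM, galactose 100 uM, 1 h room temperature, then luciferase-based ATP detection.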
# A-T KAP1 phos = qHTS Assay for Identifying a Potential Treatment of Ataxia-Telangiectasia; […] A-T fibroblasts, KAP-1 phosphorylation AlphaLISA; neocarzinostatin DNA damage 30 min before lysis; Potency, µM (doses to about 57.5 µM), inactives show top-dose activation, usual class: activators; 0.19% of 320,000 active; AID 485349, 2010; also: potency is read from the fitted curve at half-maximal effect; % of control where 0% means no effect; nearly all actives have a fitted effect of over 45% in size
#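 hTERT-immortalized A-T patient fibroblasts ([…]), 500 cells/well in OPTI-MEM, 1% FBS, got compounds for 60 min, then NCS for 30 min at 37C. Lysates were then assayed for phospho-KAP-1 by AlphaLISA (anti-pKAP1 donor, anti-KAP1 acceptor beads), 6 hr at 25C.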
# CXXC DNA block = qHTS Fluorescence Polarization Assay for Inhibitors of MLL CXXC domain - DNA interaction. Histone-lysine N-methyltransferase 2A (Homo sapiens), Q03164. AID 2662, 2010. Potency, µM (titrated, usually from 115 µM), for inactives: at the highest dose activity change, negative = inhibition, hits mostly inhibitors. 0.037% of 290,000 active. MLL-CXXC / FITC-HOXA9 DNA fluorescence polarization; active = well fitted inhibition curve with a large enough effect in the polarisation, with a control signal flat, not every such curve was filed as active; inconclusive = small, poorly fitted or top-dose-only effect, or effect the other way, or a change in a side signal; inactive = no such curve, though single readings can be large or run the other way; the % refers to the polarisation; also: potency is read from the fitted curve at half-maximal effect
#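 Fluorescence polarization: 7 uM MLL-CXXC (stock) preincubated 5 min with compounds, then 50 nM fluorescein-HOX-A9 DNA (stock) added; 30 min ambient. Buffer 50 mM Tris-HCl pH 7.5, 50 mM NaCl, 1 mM DTT, 0.05% BSA.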
# FBPA coupling cs = qHTS Assay for Inhibitors of Fructose-1,6-bisphosphate Aldolase from Giardia Lamblia: Coupling assay counterscreen; coupling enzyme system counterscreen, AmpLite Red fluorescence; activity change, negative = inhibition, % at 58.2 µM, hits read low; 0.67% of 290,000 active; in the data active = activity change below about -30%; also: % is scaled to controls: 0 for no effect and ±100 for the full control effect
#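 Compounds tested against the coupling enzymes alone at 57.5 uM final; readout was AmpLite Red fluorescence (525/598 nm) after 20 min at RT.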
# Chronic BCR inh = qHTS Assay to Find Inhibitors of Chronic Active B-Cell Receptor Signaling. 0.05% of 340,000 active. ABC-DLBCL IkBa-CBG/CBR reporter, luminescence ratio, 4 h. Potency, µM (series often up to 46.1 µM), without a hit: at the highest dose ratio change, negative = lower green/red ratio, usual class: inhibitors. AID 493014, 2011; active = well fitted inhibition curve with a large enough effect in the signal ratio, with a control signal flat, not every such curve was filed as active; inconclusive = small, poorly fitted or top-dose-only effect, or effect the other way, or a change in a side signal; the % refers to the signal ratio;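 also: potency is read from the fitted curve at half-maximal effect; plate controls were basal doxycycline-induced cells for no effect and cells given 10 µM MG132 for full effect; MG132 reads +100%, hits lower the ratio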
#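 TMD8 human ABC-DLBCL cells with doxycycline-inducible IκBα–green luciferase fusion and unfused red luciferase, in 0.5% FBS medium; compounds up to 46 uM, 4 h at 37C. Green/red luminescence ratio, filter-overlap corrected, fitted to concentration-response curves.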
# Giardia killer = Small Molecules that selectively kill Giardia lamblia: qHTS; Giardia lamblia trophozoite viability; AID 540267, 2011; activity change, % at 7.66 µM, hits read low; 0.15% of 340,000 active; in the data active = activity change below about -80%; inconclusive = between about -30% and that limit;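 also: parasites exposed to compound for two days anaerobically before the ATP read; % is scaled to controls: 0 for no effect and ±100 for the full control effect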
#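 Luminescence from cellular ATP indicates surviving trophozoites (100 cells/well) following 48 hrs anaerobic compound treatment at 37 deg C; signal develops 15-30 min at room temperature.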
# TSHR antagonist = Antagonists of the Thyroid Stimulating Hormone Receptor: HTS campaign. AID 504810, 2011. 0.2% of 330,000 active. TSHR-expressing cells, TSH-stimulated cAMP HTRF, 2 h; hits give low values. activity change, negative = inhibition, % at 11.5 µM;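 active = activity change below a set negative limit, meaning inhibition stronger than a set level, cut at about -70% in these data; inconclusive = activity change between two set negative limits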; also: % is scaled to controls: 0 for no effect and ±100 for the full control effect
#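 Freshly harvested TSHR cells receive pin-tooled compound, then EC80 TSH at 4nM final. After 2 hours at 37 deg C, antibody in lysis buffer and cAMP-d2 are added; 30 minutes at ambient temperature precede the HTRF read.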
# TCR activator = Activators of T cell receptors: qHTS campaign; primary human leukocytes, anti-CD3, IL-2 HTRF, 48 h; Potency, µM (top dose mostly 9.22 µM), for inactives: at the top dose activation of IL-2 secretion, hits mostly activators; 330,000 tested, under 10 active; also: % of control where 0% means no effect
#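 Human primary leukocytes + a-CD3 beads + cpd, 48 hr; IL-2 in supernatant by HTRF (ex 320nm / em 665nm). No co-stimulatory signal supplied.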
# * marks the source's active call; other numbers are inactive results; i = inactive; ? = inconclusive; nt = not tested or not shown; & = joins results of further samples; [ ] = another dose, or the depositor's remark. Unless noted, calls follow the shape of the dose curve; as a rule, active = well fitted curve in the direction sought with a large enough effect; inconclusive = small, poorly fitted or top-dose-only effect, or another doubt; inactive = no such curve, though single readings can be large; an effect the other way counts as inactive or inconclusive.
SMILES	hERG WT inh	Tb PFK inh	GALK inhibitor	A-T KAP1 phos	CXXC DNA block	FBPA coupling cs	Chronic BCR inh	Giardia killer	TSHR antagonist	TCR activator
Cn1c(NN)nc2ccccc2c1=O	-13	2%	0%	0%	27%	2	?	-8	-5	-5%
Cc1cc(Br)ccc1NC(=O)CN(C)C(=O)CSC(=S)N1CCCC1	-4	-27%	nt	0%	nt	nt	2%	2	-4	8%
COc1cccc(C(=O)CSc2nnc(-c3cc(OC)cc(OC)c3)o2)c1	-13	2%	-1%	2%	-13%	0	0%	-14	7	5%
Cc1csc2c(N3CCN(C(=O)Nc4ccc(OC(F)(F)F)cc4)CC3)ncnc12	5	-1%	-3%	-4%	-5%	-5	-13%	20	2	3%
CCCCc1ccc(NC(=O)N[C@@H](C)C(=O)O)cc1	3	-3%	3%	-23%	-22%	-1	-1%	7	1	-2%
CCCSCC(=O)Nc1ncc2c(n1)-c1ccccc1CC2	-16	0%	-1%	3%	57%[activator]	-10	?	12	-11	nt
CCC(C)(C)NC(=O)COc1ccc(C(=O)c2ccccc2)cc1	-4	0%	-2%	-1%	1%	1	-2%	-13	-2	-4%
CCOC(=O)C1CCN(C(=O)c2cc(COc3ccc(F)cc3F)on2)CC1	2	3%	-3%	-3%	-4%	nt	?	-20	-3	-1%
CC(=O)c1ccc(N(C(=O)CNC(=O)c2ccco2)C(C(=O)NC2CCCC2)c2ccc(C)o2)cc1 (stereo not given)	-10	1%	0%	-4%	5%	1	1%	6	4	-3%
Cc1cc(C)c(C#N)c(SCC(=O)Nc2c(C)n(C)n(-c3ccccc3)c2=O)n1	-8	-10%	nt	3%	nt	nt	2%	3	-6	-4%
COCc1cc(C)nc(OCC(=O)N/N=C/c2ccc(O)cc2O)c1C#N	i	-3%	1%	-4%	8%	0	?	-9	6	-2%
Cn1c(=O)c2c(ncn2CCC(=O)N/N=C/c2ccncc2)n(C)c1=O	4	3%	-3%	nt	-3%	0	?	5	3	5%
Cc1ccccc1S(=O)(=O)/N=C(/c1ccccc1)N(C)C	3	-7%	7%	1%	10%	nt	2%	17	3	-2%
CC1CCCN(C(=O)c2ccc(Br)c(S(=O)(=O)N3CCOCC3)c2)C1 (stereo not given)	-5	-4%	nt	-12%	nt	nt	2%	0	-14	2%
O=C1CCCC(NCCCCCCNC2=C([N+](=O)[O-])C(=O)CCC2)=C1[N+](=O)[O-]	46	3%	0%	-1%	-3%	-1	1%	5	5	-8%
Cc1cc(NC(=O)c2noc3c2CCc2ccccc2-3)no1	5	0%	3%	1%	-8%	0	16%	7	-2	-5%
COc1ccc(C2NCCc3sccc32)cc1 (stereo not given)	-4	0%	1%	3%	-8%	2	8%	0	-7	7%
COc1cccc(N2C(=O)CC(N3CCN(c4ccc([N+](=O)[O-])cc4)CC3)C2=O)c1 (stereo not given)	24	0%	nt	4%	3%	5	7%	6	-2	-7%
Cc1cccc(N(C(=O)CS(=O)CC(=O)Nc2ccc3c(c2)OCO3)C(C)C(=O)NC2CCCC2)c1C (stereo not given)	-4	-1%	2%	24%	21%	2	?	-12	3	-6%
O=C(Cn1c(-c2ccccn2)nc2ccccc21)N/N=C/c1cccnc1	9	0%	-4%	77%	22%	0	?	16	5	0%
COc1ccccc1P(=O)(Cc1ccccc1)c1ccccc1 (stereo not given)	-7	0%	0%	5%	3%	4	-2%	16	-6	2%
Cc1cccc(NC(=O)CC(=O)Nc2cccc(C)c2)c1	4	-1%	-2%	-12%	3%	0	0%	-4	-3	5%
Cc1cc(-c2ccc(S(=O)(=O)N3CCN(c4ccccc4F)CC3)s2)on1	-18	1%	1%	11%	-1%	0	14%	?	-10	-1%
CCn1c(SCC(=O)Nc2ccccc2)nnc1-c1ccc(S(=O)(=O)N2CCOCC2)cc1	-2	0%	-1%	1%	0%	-1	12%	3	-3	4%
COC(=O)CCc1nc2ccccc2[nH]c1=O	18	-3%	-2%	0%	-4%	1	3%	3	-10	-1%
CC(=O)Nc1nnc(SCc2ccc(F)cc2)s1	-10	2%	-4%	-2%	4%	nt	-9%	4	-15	-1%
Cc1cc(SCC(=O)Nc2ccc(O)cc2)n2ncc(-c3ccccc3)c2n1	6	1%	-4%	2%	1%	-2	?	17	-7	5%
COc1ccc(NC(=O)NNC(=O)COc2ccc3cc(Br)ccc3c2)cc1OC	2	2%	-1%	5%	35%[activator]	nt	8%	-6	17	-11%
Cc1csc(NC(=O)CSc2nnc(-c3ccc(Cl)cc3)n2N)n1	11	-1%	2%	-1%	15%	2	?	-9	0	0%
CC(C)Cn1c(=O)c2ccccc2c2ccccc2c1=O	1	-13%	-2%	11%	5%	0	10%	10	1	-34%
Fc1c(F)c(F)c(/C=N/NC(=S)Nc2cccnc2)c(F)c1F	-1	-1%	-1%	-6%	-7%	0	?	1	-19	7%
Cc1nc(-c2ccc(Cl)cc2)sc1C(=O)NN	-5	6%	-3%	9%	8%	-12	-1%	17	21	1%
CC(C)NC(=O)CN1C(=O)NC(CCc2ccccc2)C1=O (stereo not given)	2	0%	-1%	7%	5%	0	1%	-7	2	-4%
CC(C)(C)c1ccc(C(=O)c2c[nH]c(C(=O)NCCc3ccccn3)c2)cc1	2	1%	4%	-3%	-7%	2	-16%	47[activator]	-5	3%
Cc1ccc(C(=O)N/C(=C/c2ccccc2)C(=O)NCc2ccncc2)cc1	-7	-3%	-2%	3%	-21%	3	5%	-3	-2	-6%
Cc1ccc(C)c(-c2nc3cc(N)ccc3o2)c1	-5	0%	0%	10%	12%	0	7%	-13	3	5%
COC(=O)[C@@H]1C[C@H]2CC[C@H](O)C[C@H]2N1Cc1ccc(C(C)(C)C)cc1	3	-15%	4%	6%	5%	-1&3	-1%	24	2	-3%
C[C@H](NC(=O)c1ccc(Cl)cc1)C(=O)OCn1nnc2ccccc2c1=O	0	4%	nt	-4%	nt	nt	-1%	12	-8	0%
FC(F)(F)c1cc(NC2CCCCC2)ccn1	10	-1%	2%	-16%	11%	0	?	-1	-4	3%
O=C(CCNC(=O)C1CCN(S(=O)(=O)c2ccc(F)cc2)CC1)Nc1ccccc1	-4	0%	4%	3%	-1%	nt	-3%	0	1	-1%
CC(Oc1cccc2cccnc12)C(=O)N/N=C/c1ccccc1 (stereo not given)	-4	1%	-3%	5%	3%	-1	-21%	-1	-9	-1%
COc1ccc(NS(=O)(=O)c2c(F)cc(F)c(Cl)c2F)cc1S(=O)(=O)N1CCCCC1	-15	-10%	-3%	-10%	-9%	2	?	-8	25	-3%[46.1 µM]
O=C(NN1CCOCC1)c1cc(-c2cccc(Cl)c2)nc2ccccc12	-6	-5%	6%	1%	-1%	-4	?	1	1	-5%
CC(/C=C/c1ccc(C)o1)=C\C(=O)O	-2	-24%	1%	12%	-2%	2	15%	3	1	-5%
COc1cc(-c2nnc(SCc3cccnc3)n2C)cc(OC)c1O	-12	4%	11%	3%	4%	3	-1%	11	12	-1%
CCCCCC(=O)Nc1ccc2oc(-c3ccncc3)nc2c1	-1	1%	4%	0%	-1%	0	5%	-6	2	-2%
CC(C)CC(=O)Nc1ccc(-c2nnn(CC(=O)NCc3ccco3)n2)cc1	7	2%	-3%	0%	10%	2	-2%	-6	-1	nt
CCOC(=O)c1c(C)[nH]c(C(=O)OCC(=O)N(C)c2c(N)n(Cc3ccccc3)c(=O)[nH]c2=O)c1C	9	2%	nt	-17%	nt	nt	?	4	11	-1%
CCOC(=O)c1[nH]c2c(c1-c1ccccc1)C(=O)CC(c1ccc(Cl)cc1)C2 (stereo not given)	-12	-1%	nt	-5%	30%	3	?	-26	-2	-4%
CC(C#N)N1CCN(S(=O)(=O)c2ccc3c(c2)CCC3)CC1 (stereo not given)	-5	-7%	nt	9%	nt	nt	1%	7	14	-7%
